Compound activity deposited in PubChem by The Scripps Research Institute Molecular Screening Center.
M4 antag: antagonists of human muscarinic M4 receptor (CHRM4); P08173; CHO-hM4 cells, ACh EC80, Fluo-8 calcium fluorescence; inhibition, % at 3 µM; actives 0.73% (n = 360,000); AID 624125;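 active means inhibition above its plate's cutoff, the mean inhibition of sample wells plus 3 SD, cut at about 27% in these data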;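 further: 0% = acetylcholine EC80 with DMSO and 100% = DMSO without agonist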
Target sequence (P08173 whole entry, looked up): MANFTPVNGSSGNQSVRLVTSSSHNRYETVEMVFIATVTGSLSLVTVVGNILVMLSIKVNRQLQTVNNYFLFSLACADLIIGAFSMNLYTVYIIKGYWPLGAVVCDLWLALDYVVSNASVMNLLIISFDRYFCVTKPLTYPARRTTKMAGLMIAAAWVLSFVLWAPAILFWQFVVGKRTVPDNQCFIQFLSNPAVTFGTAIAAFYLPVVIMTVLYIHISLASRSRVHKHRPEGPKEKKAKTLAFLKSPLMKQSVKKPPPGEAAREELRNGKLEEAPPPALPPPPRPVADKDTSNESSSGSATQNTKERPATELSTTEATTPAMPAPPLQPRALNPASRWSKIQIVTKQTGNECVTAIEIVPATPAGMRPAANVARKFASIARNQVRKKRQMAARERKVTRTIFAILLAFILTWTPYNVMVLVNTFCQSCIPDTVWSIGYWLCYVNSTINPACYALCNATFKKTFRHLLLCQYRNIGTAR
CHRM5 PAM: positive allosteric modulators of human muscarinic M5 receptor | CHO-K1 hM5, Fluo-8 calcium, ACh EC20 PAM; 0% = ACh EC20, 100% = ACh EC100 | P08912 | AID 624038 | activation, % at 3 µM | actives 0.3% (n = 360,000);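 active means activation above the run cutoff, the mean activation of all test compounds plus 3 SD, cut at about 18% in these data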
Target sequence (P08912 whole entry, looked up): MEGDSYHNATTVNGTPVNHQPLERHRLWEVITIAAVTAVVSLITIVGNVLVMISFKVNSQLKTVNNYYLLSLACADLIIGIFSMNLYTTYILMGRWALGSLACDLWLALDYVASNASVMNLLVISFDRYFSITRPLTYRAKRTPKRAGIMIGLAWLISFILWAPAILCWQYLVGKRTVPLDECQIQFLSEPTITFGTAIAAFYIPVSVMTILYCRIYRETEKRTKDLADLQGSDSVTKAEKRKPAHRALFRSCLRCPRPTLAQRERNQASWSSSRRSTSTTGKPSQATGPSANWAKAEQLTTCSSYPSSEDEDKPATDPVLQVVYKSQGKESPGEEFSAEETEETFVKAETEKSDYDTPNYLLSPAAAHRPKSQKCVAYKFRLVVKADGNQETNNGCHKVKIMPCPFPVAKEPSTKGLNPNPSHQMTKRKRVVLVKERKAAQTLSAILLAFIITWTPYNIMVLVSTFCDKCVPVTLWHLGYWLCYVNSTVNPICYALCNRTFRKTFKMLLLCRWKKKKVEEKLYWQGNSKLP
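Replicates: One well per compound, no replicates | System: Human M5 receptor in CHO-K1 cells | Benchmarks: Low control EC20 acetylcholine (0%), high control EC100 acetylcholine (100%) | Probe or stimulus: Acetylcholine, EC20 level | Times: Fluo-8 loading 80 min at 37 °C plus 30 min room temperature | Signal: Intracellular calcium via Fluo-8 fluorescence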
CHO-K1 Ca antag: M1 antagonist counterscreen hit in parental CHO-K1 cells; AID 602250; inhibition, % at 3 µM; ATP-induced calcium, Fluo-8 fluorescence; actives 0.6% (n = 360,000);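 active means inhibition above a per-plate cutoff, the plate's mean sample inhibition plus 3 SD, cut at about 24% in these data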;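 further: 0% = DMSO plus EC80 ATP and 100% = DMSO alone without ATP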
M4 PAM: CHRM4 positive allosteric modulation; P08173; CHO-K1 hM4/Gqi5, Fluo-8 calcium fluorescence, ACh EC20; 0% = ACh EC20, 100% = maximal ACh; activation, % at 3 µM; actives 0.4% (n = 360,000);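 active means activation above its plate's cutoff, the mean activation of sample wells plus 3 SD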; further: some results filed as inactive read as strong as hits
CHRM5 antagonist: blocks acetylcholine activation of human M5 receptor; actives 0.59% (n = 360,000); inhibition, % at 3 µM; AID 624040; CHO-hM5 cells, Fluo-8 calcium fluorescence, ACh EC80;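 active means inhibition above a per-plate cutoff, the mean of that plate's test compounds plus 3 SD, cut at about 27% in these data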;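 further: 0% = acetylcholine EC80 with DMSO and 100% = DMSO without agonist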
M5 ag: CHRM5 agonism in calcium assay; AID 624037; P08912; activation, % at 3 µM; actives 0.19% (n = 360,000); CHO-K1 hM5 cells, Fluo-8 calcium fluorescence; 0% DMSO wells, 100% maximal acetylcholine response;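 active means activation above the run's mean over test compounds plus 3 SD, cut at about 23% in these data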;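 further: signal is peak over basal fluorescence ratio across the kinetic read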
CHO-K1 Ca ag: nonselective activator or artifact in parental CHO-K1 cells. Fluo-8 calcium fluorescence; scaled to maximal ATP response, vehicle zero. activation, % at 3 µM. actives 0.48% (n = 360,000); in the data active means activation above about 15%;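 further: untransfected CHO-K1 host cells lacking M1 receptor as counterscreen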
M4 ag: agonists of human muscarinic M4 receptor (CHRM4). P08173. CHO-K1 hM4/Gqi5, Fluo-8 calcium fluorescence; vehicle 0%, full acetylcholine response 100%. activation, % at 3 µM. actives 0.14% (n = 360,000). AID 624127;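 active means activation above the run mean over all test wells plus 3 SD, cut at about 32% in these data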;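 further: peak over basal fluorescence ratio per well then scaled between controls; 0% = DMSO wells and 100% = acetylcholine at EC100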
M1 PAM parental: counter-screen for M1 PAMs: effect in parental CHO-K1 cells; AID 602247; activation, % at 3 µM; ATP EC20, Fluo-8 calcium fluorescence; 0% at ATP EC20, 100% at ATP max; actives 0.02% (n = 360,000);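 active means activation above the run cutoff, the mean activation of all test compounds plus 3 SD, cut at about 40% in these data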;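 further: peak over basal fluorescence ratio in a 140 s read after ATP addition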
The depositor's hits bear a star.

What do the screens show for `CN(CC(=O)Nc1cccc(F)c1)C(=O)C1CC(=O)N(Cc2ccco2)C1` (stereo unspecified)?
M4 antag: -3.8; CHRM5 PAM: -0.6; CHO-K1 Ca antag: 1.5; M4 PAM: 0.4; CHRM5 antagonist: 7.3; M5 ag: 2.2; CHO-K1 Ca ag: 0.8; M4 ag: 1.4; M1 PAM parental: -8.3

What do the screens show for `CC1NC(=O)c2cccnc2-n2c1nc1cc(F)c(F)cc1c2=O` (stereo unspecified)?
M4 antag: -17.4; CHRM5 PAM: 3.6; CHO-K1 Ca antag: -11.2; M4 PAM: 10.7; CHRM5 antagonist: -0.6; M5 ag: 2.5; CHO-K1 Ca ag: 0.1; M4 ag: 0.2; M1 PAM parental: 21.9

How did O=C(NCCN1CCOCC1)C1CCN(S(=O)(=O)N2CCCC2)CC1 do in these assays?
M4 antag: -2.8; CHRM5 PAM: 3.5; CHO-K1 Ca antag: -12.2; M4 PAM: -2.1; CHRM5 antagonist: -3.6; M5 ag: -2.9; CHO-K1 Ca ag: 1.1; M4 ag: 0.6; M1 PAM parental: 6.9

Results for CC(=O)N1C(=O)/C(=C2\SC(=S)N(NS(=O)(=O)c3ccc(C)cc3)C2=O)c2ccccc21 ?
M4 antag: -5.5; CHRM5 PAM: -0.4; CHO-K1 Ca antag: 1.5; M4 PAM: 3.7; CHRM5 antagonist: -3.7; M5 ag: -0.2; CHO-K1 Ca ag: 0.2; M4 ag: 1.5; M1 PAM parental: 17.9

How did CSc1nc2cc3c(cc2n1C(=O)c1ccc(C)cc1)OCCO3 do in these assays?
M4 antag: -3.3; CHRM5 PAM: 5.2; CHO-K1 Ca antag: -18.6; M4 PAM: 3.6; CHRM5 antagonist: -3.7; M5 ag: 1.6; CHO-K1 Ca ag: 0.3; M4 ag: -0.2; M1 PAM parental: 31.7

What do the screens show for `COc1ccc(OCC(=O)N(Cc2ccc(C)o2)C2CCS(=O)(=O)C2)cc1` (stereo unspecified)?
M4 antag: 4.8; CHRM5 PAM: -7.8; CHO-K1 Ca antag: 0.6; M4 PAM: 4.1; CHRM5 antagonist: 1.6; M5 ag: -3.1; CHO-K1 Ca ag: 0.4; M4 ag: 1.4; M1 PAM parental: -5.2

What do the screens show for `COCCN=C1Sc2nc3ccc(C)cc3cc2CN1Cc1cccs1`?
M4 antag: -15.5; CHRM5 PAM: -0.5; CHO-K1 Ca antag: -7.0; M4 PAM: -0.8; CHRM5 antagonist: -15.0; M5 ag: -4.4; CHO-K1 Ca ag: 1.5; M4 ag: 4.8; M1 PAM parental: 23.8

Results for CCOC(=O)C1CCCN(S(=O)(=O)c2ccc3c4c(cccc24)C(=O)N3CC)C1 (stereo unspecified) ?
M4 antag: 12.2; CHRM5 PAM: -31.0; CHO-K1 Ca antag: -11.8; M4 PAM: -12.1; CHRM5 antagonist: 25.8; M5 ag: -0.5; CHO-K1 Ca ag: 14.8; M4 ag: 20.1; M1 PAM parental: 1.9

How did CN(C)C(=O)c1cccc(-c2cccc(-c3nc(C(=O)NCc4ccccc4)cc4c3[C@@H](CCO)N(S(=O)C(C)(C)C)C4)c2)c1 (stereo partly specified) do in these assays?
M4 antag: 9.2; CHRM5 PAM: -18.1; CHO-K1 Ca antag: 24.8*; M4 PAM: -10.9; CHRM5 antagonist: 18.0; M5 ag: 3.8; CHO-K1 Ca ag: 5.1; M4 ag: 22.0; M1 PAM parental: -8.5

Results for CC(=O)N(C)c1ccc(NC(=O)C(F)(F)F)cc1 ?
M4 antag: 20.9; CHRM5 PAM: -0.9; CHO-K1 Ca antag: -4.1; M4 PAM: 16.3; CHRM5 antagonist: 5.7; M5 ag: -0.1; CHO-K1 Ca ag: 0.2; M4 ag: 0.1; M1 PAM parental: 11.3

What do the screens show for `COc1ccc(N2CCN(S(=O)(=O)c3ccc(-c4cc(C)no4)s3)CC2)cc1`?
M4 antag: 4.7; CHRM5 PAM: -6.6; CHO-K1 Ca antag: -1.7; M4 PAM: -5.8; CHRM5 antagonist: 14.5; M5 ag: -3.4; CHO-K1 Ca ag: 0.0; M4 ag: 0.0; M1 PAM parental: -13.1

What do the screens show for `COc1ccc(Cc2c(O)nc(SCC(=O)c3ccc(OC)cc3)[nH]c2=O)cc1`?
M4 antag: 4.4; CHRM5 PAM: -2.3; CHO-K1 Ca antag: 6.7; M4 PAM: 1.6; CHRM5 antagonist: -10.5; M5 ag: -2.9; CHO-K1 Ca ag: -0.2; M4 ag: 1.6; M1 PAM parental: -7.1

How did CSc1cccc(NS(=O)(=O)c2cn(C)cn2)c1 do in these assays?
M4 antag: -4.3; CHRM5 PAM: -3.1; CHO-K1 Ca antag: -17.1; M4 PAM: -3.3; CHRM5 antagonist: 20.8; M5 ag: -4.5; CHO-K1 Ca ag: -0.5; M4 ag: 0.9; M1 PAM parental: 11.4

How did CCOC(=O)c1cnc(-c2ccccc2)nc1-c1ccccc1 do in these assays?
M4 antag: 3.2; CHRM5 PAM: -7.4; CHO-K1 Ca antag: 9.1; M4 PAM: -5.5; CHRM5 antagonist: 2.2; M5 ag: -1.4; CHO-K1 Ca ag: 0.0; M4 ag: -0.8; M1 PAM parental: -4.6

How did CC(C)CN(C(=O)COC(=O)CNC(=O)c1ccccc1)c1c(N)n(Cc2ccccc2)c(=O)[nH]c1=O do in these assays?
M4 antag: -5.3; CHRM5 PAM: -5.0; CHO-K1 Ca antag: -10.3; M4 PAM: 4.7; CHRM5 antagonist: 1.3; M5 ag: -0.1; CHO-K1 Ca ag: 0.4; M4 ag: 1.1; M1 PAM parental: -1.6

Results for CCCOc1ccc(C(C)=O)cc1CC(C(=O)OCC)C(=O)OCC ?
M4 antag: 0.7; CHRM5 PAM: -0.7; CHO-K1 Ca antag: 16.6; M4 PAM: -1.7; CHRM5 antagonist: 4.0; M5 ag: -0.7; CHO-K1 Ca ag: -0.2; M4 ag: -1.0; M1 PAM parental: -7.5

What do the screens show for `COc1ccc(-n2cnc3cc(NC(=O)c4ccco4)ccc32)cc1`?
M4 antag: 4.9; CHRM5 PAM: -6.0; CHO-K1 Ca antag: -7.2; M4 PAM: -2.0; CHRM5 antagonist: 3.3; M5 ag: 1.1; CHO-K1 Ca ag: 3.5; M4 ag: 7.3; M1 PAM parental: 19.6

What do the screens show for `O=C1CC2(CCN(C(=O)c3c(F)cccc3Cl)CC2)Oc2ccccc21`?
M4 antag: 3.3; CHRM5 PAM: -7.8; CHO-K1 Ca antag: 0.2; M4 PAM: -4.6; CHRM5 antagonist: 4.9; M5 ag: 6.0; CHO-K1 Ca ag: 1.8; M4 ag: 3.6; M1 PAM parental: -4.2

Results for Cc1cc(NS(=O)(=O)c2ccc(NC(=O)CCCOc3ccccc3C)cc2)no1 ?
M4 antag: 4.7; CHRM5 PAM: 1.8; CHO-K1 Ca antag: 3.2; M4 PAM: 7.8; CHRM5 antagonist: 3.5; M5 ag: -5.0; CHO-K1 Ca ag: -0.4; M4 ag: -0.8; M1 PAM parental: 11.2

Results for O=C(COc1ccc([N+](=O)[O-])cc1)Nc1nnc(-c2cccnc2)s1 ?
M4 antag: 11.9; CHRM5 PAM: -3.2; CHO-K1 Ca antag: -14.7; M4 PAM: -13.9; CHRM5 antagonist: 8.4; M5 ag: 2.8; CHO-K1 Ca ag: 3.5; M4 ag: 1.4; M1 PAM parental: 19.8

What do the screens show for `CCOc1ccc(NC(=S)NC(=O)c2cncc(Br)c2)cc1`?
M4 antag: -22.6; CHRM5 PAM: -1.2; CHO-K1 Ca antag: -10.4; M4 PAM: 12.0; CHRM5 antagonist: -10.7; M5 ag: -3.1; CHO-K1 Ca ag: 0.4; M4 ag: 0.3; M1 PAM parental: 6.8

How did CCc1nnc(NC(=O)C2(C)COC(c3ccc(OC)cc3)OC2)s1 (stereo unspecified) do in these assays?
M4 antag: -7.9; CHRM5 PAM: 6.3; CHO-K1 Ca antag: -10.3; M4 PAM: 8.9; CHRM5 antagonist: 0.6; M5 ag: 1.6; CHO-K1 Ca ag: 0.7; M4 ag: 1.2; M1 PAM parental: 16.3

How did Cc1cc(C)nc(N(C#N)Cc2ccc(Br)cc2)n1 do in these assays?
M4 antag: -9.4; CHRM5 PAM: -8.0; CHO-K1 Ca antag: -12.6; M4 PAM: 4.0; CHRM5 antagonist: 12.4; M5 ag: -1.2; CHO-K1 Ca ag: 0.4; M4 ag: -0.9; M1 PAM parental: 14.3

How did Nn1c(SCc2ccccn2)nncc1=O do in these assays?
M4 antag: -11.3; CHRM5 PAM: 13.8; CHO-K1 Ca antag: -10.4; M4 PAM: 11.7; CHRM5 antagonist: -0.2; M5 ag: 1.1; CHO-K1 Ca ag: -0.3; M4 ag: 1.9; M1 PAM parental: 0.7

Results for Cc1ccc(N=CC2=C(O)CC(C)(C)CC2=O)nc1 ?
M4 antag: -2.9; CHRM5 PAM: -3.5; CHO-K1 Ca antag: 12.4; M4 PAM: 5.4; CHRM5 antagonist: -0.8; M5 ag: -1.1; CHO-K1 Ca ag: -0.5; M4 ag: 0.8; M1 PAM parental: -4.8

Results for CN1CCN(c2nc3c(c(=O)n(C)c(=O)n3C)n2CCSc2nc3ccccc3s2)CC1 ?
M4 antag: -3.2; CHRM5 PAM: -0.5; CHO-K1 Ca antag: -8.0; M4 PAM: 1.7; CHRM5 antagonist: -4.1; M5 ag: 0.2; CHO-K1 Ca ag: 0.5; M4 ag: 3.0; M1 PAM parental: 5.9

What do the screens show for `CN(C)S(=O)(=O)c1ccc(NC(=O)C2COc3ccccc3O2)cc1` (stereo unspecified)?
M4 antag: -2.1; CHRM5 PAM: -3.8; CHO-K1 Ca antag: 3.1; M4 PAM: 3.6; CHRM5 antagonist: 6.9; M5 ag: 3.9; CHO-K1 Ca ag: 0.9; M4 ag: 1.4; M1 PAM parental: 7.6

How did Cc1nc2ccccn2c1P(=Nc1ccccc1)(N(C)C)N(C)C do in these assays?
M4 antag: -4.1; CHRM5 PAM: -2.6; CHO-K1 Ca antag: -17.0; M4 PAM: 0.3; CHRM5 antagonist: 1.8; M5 ag: -6.4; CHO-K1 Ca ag: 0.5; M4 ag: 1.7; M1 PAM parental: 9.2

What do the screens show for `COc1cccc(-n2c(SCC#N)nnc2-c2cnccn2)c1`?
M4 antag: -11.5; CHRM5 PAM: -1.9; CHO-K1 Ca antag: 3.7; M4 PAM: 1.5; CHRM5 antagonist: -5.8; M5 ag: 0.8; CHO-K1 Ca ag: 0.0; M4 ag: -0.1; M1 PAM parental: -12.9

Results for CC(C)OC(=O)C1C(=O)CC(C)(O)C(C(=O)OC(C)C)C1c1ccccc1 (stereo unspecified) ?
M4 antag: -0.2; CHRM5 PAM: -3.0; CHO-K1 Ca antag: -7.2; M4 PAM: -0.9; CHRM5 antagonist: -8.5; M5 ag: -1.5; CHO-K1 Ca ag: 0.8; M4 ag: 1.0; M1 PAM parental: 7.9

Results for CCOC(=O)CC1C(=O)NCCN1C(=O)c1cccc(C(F)(F)F)c1 (stereo unspecified) ?
M4 antag: 2.7; CHRM5 PAM: 1.1; CHO-K1 Ca antag: 6.4; M4 PAM: 8.8; CHRM5 antagonist: -0.8; M5 ag: 1.2; CHO-K1 Ca ag: 0.3; M4 ag: -0.5; M1 PAM parental: 3.2
